Assay outcomes: PubChem BioAssay, Broad Institute
IDE exosite FP: insulin-degrading enzyme (human) exo-site inhibition | purified IDE, FL-6b probe fluorescence polarization; stronger effect = lower value | P14735 | z-score at 20 µM | 6.3% of 17,000 active | AID 1259349;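 active = z-score of -3 or lower, meaning strong loss of probe binding signal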;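 also: His-tagged human IDE residues 42-1019 made in E. coli with 30 nM FL-6b probe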
Target sequence (P14735 42-1019 limits assumed): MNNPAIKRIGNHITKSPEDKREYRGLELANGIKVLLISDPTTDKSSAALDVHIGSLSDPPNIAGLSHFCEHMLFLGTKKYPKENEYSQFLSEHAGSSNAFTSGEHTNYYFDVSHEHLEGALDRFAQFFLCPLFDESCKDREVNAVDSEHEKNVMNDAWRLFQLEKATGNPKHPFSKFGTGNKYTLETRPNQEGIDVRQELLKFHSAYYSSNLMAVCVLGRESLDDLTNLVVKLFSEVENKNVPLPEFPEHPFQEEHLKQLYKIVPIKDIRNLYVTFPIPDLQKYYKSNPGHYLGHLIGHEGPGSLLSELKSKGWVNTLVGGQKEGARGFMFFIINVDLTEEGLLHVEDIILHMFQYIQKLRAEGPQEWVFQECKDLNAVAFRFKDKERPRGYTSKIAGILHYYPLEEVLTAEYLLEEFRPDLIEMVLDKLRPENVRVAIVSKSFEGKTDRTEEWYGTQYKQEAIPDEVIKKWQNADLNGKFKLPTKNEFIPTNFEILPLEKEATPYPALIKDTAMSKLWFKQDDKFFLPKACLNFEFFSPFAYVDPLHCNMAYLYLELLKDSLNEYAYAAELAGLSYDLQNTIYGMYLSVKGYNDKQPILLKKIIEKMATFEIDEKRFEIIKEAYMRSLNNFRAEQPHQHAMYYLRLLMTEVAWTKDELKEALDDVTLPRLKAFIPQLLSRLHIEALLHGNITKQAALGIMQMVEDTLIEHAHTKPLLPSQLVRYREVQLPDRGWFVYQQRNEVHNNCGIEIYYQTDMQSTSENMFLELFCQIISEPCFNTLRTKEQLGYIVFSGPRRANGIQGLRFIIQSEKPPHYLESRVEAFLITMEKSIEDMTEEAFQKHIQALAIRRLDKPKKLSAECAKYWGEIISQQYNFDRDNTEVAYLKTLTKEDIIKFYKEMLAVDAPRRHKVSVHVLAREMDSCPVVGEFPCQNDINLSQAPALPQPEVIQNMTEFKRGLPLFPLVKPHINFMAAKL
* marks the source's active call; other numbers are inactive results; & = joins results of further samples; ! = a repeat was not active.

item | smiles | IDE exosite FP
1 | N#C[C@H]1[C@H](c2ccc(C#CC3CCCC3)cc2)[C@H](CO)N1S(=O)(=O)c1ccccc1 | 2.2
2 | Cc1noc(C)c1NC(=O)Nc1ccc2c(c1)C(=O)N([C@H](C)CO)C[C@H](C)[C@H](CN(C)Cc1ccc3c(c1)OCO3)OCCCC[C@H](C)O2 | 1.6
3 | O=C(NC1CCCC1)N1CC(=O)N2[C@H](CO)[C@@H](c3ccc(-c4ccncc4)cc3)[C@H]2C1 | 1.1
4 | CCS(=O)(=O)Nc1ccc2c(c1)C(=O)N(C)[C@@H]1CC[C@@H](CC(=O)N[C@H]3CCN(Cc4ccccc4)C3)O[C@@H]1CO2 | -0.18
5 | CCCNC(=O)N1[C@H](C#N)[C@H](c2ccccc2)[C@@H]1CO | 0.82
6 | Cc1ccc(CN2CC(=O)N3[C@H](CO)[C@H](c4ccc(-c5ccccc5F)cc4)[C@@H]3C2)cc1 | -0.81
7 | N#C[C@H]1[C@@H](c2ccccc2C2=CCCC2)[C@H](CO)N1C(=O)C1CC1 | 1.8
8 | CCN(C[C@@H]1[C@@H](c2ccccc2)[C@@H](CO)N1C(=O)COC)C(=O)NC(C)C | 3.9
9 | O=C(Nc1ccc(F)cc1)N1CC(=O)N2[C@H](CO)[C@@H](c3ccc(-c4ccc(F)cc4)cc3)[C@@H]2C1 | 0.75
10 | CCc1nc(N2[C@H](C#N)[C@@H](c3ccccc3-c3ccc(F)cc3)[C@@H]2CO)sc1C | -1.2
11 | CC(C)CC#Cc1ccc([C@H]2[C@@H](CO)N3C(=O)CN(C(=O)CN4CCOCC4)C[C@@H]23)cc1 | 1.7
12 | C[C@H](CO)N1C[C@H](C)[C@H](CN(C)S(=O)(=O)c2ccc(F)cc2)OCCCC[C@H](C)Oc2ccc(N(C)C)cc2C1=O | -0.023
13 | O=C(C[C@H]1CC[C@@H]2[C@H](COC[C@H](O)CN2C(=O)Nc2cc(Cl)cc(Cl)c2)O1)N1CCOCC1 | 0.95
14 | COc1ccccc1CN1[C@@H]2CNC[C@H]1C2c1ccc(/C=C/c2ccccc2)cc1 (some centres undefined) | -2
15 | COc1cccc(S(=O)(=O)N[C@@H]2CC[C@H](CC(=O)NC3Cc4ccccc4C3)O[C@H]2CO)c1 | 0.91
16 | CCCN1C[C@H](C)[C@@H](OC)CN(C)C(=O)c2cc(NC(=O)C3CCC3)ccc2OC[C@@H]1C | 0.019
17 | N#C[C@H]1[C@@H](c2ccc(C#CC3(O)CCCC3)cc2)[C@H](CO)N1C(=O)C1CCC1 | -0.013
18 | c1cncc(CN2C[C@@H]3N[C@H](C2)C3c2ccc(-c3cccnc3)cc2)c1 (some centres undefined) | 1.8
19 | Cc1ccc(NC(=O)C[C@H]2CC[C@H]3[C@@H](COc4ccc(NC(=O)c5ccc(F)cc5)cc4C(=O)N3C)O2)cc1 | -1.2
20 | CCCNC(=O)N1[C@H](CO)[C@@H](c2ccc(C3=CCCC3)cc2)[C@@H]1CNC(=O)CC | 4.1
21 | COc1cccc(-c2ccc([C@@H]3[C@@H](CO)N4CCCCN(CC5CC5)C[C@@H]34)cc2)c1 | -2.9
22 | CN(C)CC#Cc1ccc([C@@H]2[C@@H](CO)N3CCCCN(C(=O)Nc4ccccc4F)C[C@@H]23)cc1 | 5.2
23 | N#Cc1ccc(-c2ccc([C@@H]3[C@H]4CN(C(=O)C5CC5)CC(=O)N4[C@H]3CO)cc2)cc1 | 1.5
24 | CCC(=O)N(CC)C[C@H]1[C@H](c2ccccc2)[C@@H](CO)N1C(=O)C1CCC1 | 1.7
25 | O=C(Nc1ccccc1F)N1CC(=O)N2[C@@H](CO)[C@@H](c3ccc(-c4cccnc4)cc3)[C@@H]2C1 | -1.6
26 | N#C[C@@H]1[C@@H](c2ccccc2-c2ccc(F)cc2)[C@H](CO)N1c1ncc(-c2ccccc2)s1 | 1.5
27 | O=C(C[C@@H]1CC[C@H](NC(=O)C2CCOCC2)[C@H](CO)O1)NCC1CCCCC1 | 2.1
28 | CCCC#Cc1ccc([C@H]2[C@H]3CN(C(=O)c4ccc5c(c4)OCO5)CCCCN3[C@H]2CO)cc1 | 2
29 | COc1cccc(S(=O)(=O)N(C)C[C@H]2OCc3ccccc3-c3c(n(C)c4ccccc34)C(=O)N([C@@H](C)CO)C[C@@H]2C)c1 | -0.45
30 | O=C(c1ccc(F)cc1)N1CC(=O)N2[C@@H](CO)[C@@H](c3ccc(C#CC4CC4)cc3)[C@@H]2C1 | 1.4
31 | CCCC#Cc1ccc([C@H]2[C@@H](CO)N3CCCCN(Cc4ccncc4)C[C@@H]23)cc1 | 0.17
32 | CCCNC(=O)N1[C@H](CO)[C@H](c2ccc(-c3ccc(C#N)cc3)cc2)[C@@H]1CNC | -0.13
33 | CN(C)CC#Cc1ccc([C@H]2[C@@H](CO)N3CCCCN(C(=O)Nc4ccccc4F)C[C@H]23)cc1 | 2.1
34 | C[C@H]1CCCCO[C@H](CN(C)C(=O)Nc2ccc(C(F)(F)F)cc2)[C@@H](C)CN([C@@H](C)CO)C(=O)c2cc(NS(=O)(=O)c3cn(C)cn3)ccc2O1 | 0.74
35 | C/C=C/c1cccc(-c2nc(C(=O)N3CCCCC3)cc3c2[C@H](CCO)N(C(=O)NC(C)C)C3)c1 | 0.58
36 | COC(=O)C[C@H]1C[C@H]2c3cc(NC(=O)c4ccc5c(c4)OCO5)ccc3O[C@H]2[C@@H](CO)O1 | -0.57
37 | O=C(c1ccncc1)N1CCCCN2[C@H](C1)[C@@H](c1ccc(C#Cc3ccccn3)cc1)[C@@H]2CO | 0.83
38 | CCC(=O)N1[C@@H](CO)[C@@H]2c3ccccc3N(C(=O)c3cnccn3)C[C@@H]21 | 1.2
39 | COc1ccc2c3c(n(C)c2c1)[C@H](CO)N(C(=O)Nc1ccc(F)cc1)CC31CN(S(=O)(=O)c2cn(C)cn2)C1 | 0.38
40 | N#Cc1cccc(-c2ccc(C3[C@H]4CNC[C@@H]3N4S(=O)(=O)c3ccccc3)cc2)c1 (some centres undefined) | 3.7&2.5
41 | CO[C@@H]1CN(C)C(=O)c2cc(NS(=O)(=O)c3cccc(Cl)c3)ccc2OC[C@H](C)NC[C@H]1C | -0.26
42 | O=C(Nc1ccccc1F)N1CCCCN2[C@H](C1)[C@@H](c1ccc(C3=CCCC3)cc1)[C@@H]2CO | 5
43 | CCC(=O)N1[C@H](CO)[C@H](c2ccccc2-c2cccc(C)c2)[C@@H]1C#N | 1.7
44 | C[C@@H]1COCn2nncc2CC[C@H](Cc2cccc(Cl)c2)C(=O)N1 | 0.17
45 | O=C(C[C@H]1CC[C@@H]2NC[C@@H](O)COC[C@H]2O1)Nc1ccc(-c2ccccc2)cc1 | -1.4
46 | Cc1noc(C)c1NC(=O)N(C)C[C@H]1OCCCC[C@H](C)Oc2ccc(NC(=O)Nc3ccc(C(F)(F)F)cc3)cc2C(=O)N([C@H](C)CO)C[C@@H]1C | 1.4
47 | O=C(Nc1cccc(F)c1)N1CC(=O)N2[C@H](C1)[C@H](c1ccc(C#CC3CC3)cc1)[C@@H]2CO | 0.44
48 | CCC(=O)N1CC2(CCN(C(=O)Cc3ccccc3)CC2)c2c(n(C)c3cc(OC)ccc23)[C@H]1CO | 0.35
49 | O=C(C[C@H]1C=C[C@@H](NS(=O)(=O)c2ccc(F)cc2)[C@@H](CO)O1)N1CCc2ccccc2C1 | -0.82
50 | CNC[C@@H]1OCc2cn(nn2)CCCC(=O)N([C@H](C)CO)C[C@H]1C | -0.085
51 | COc1ccccc1-c1ccc([C@H]2[C@H](C#N)N(C(=O)C3CCC3)[C@H]2CO)cc1 | -8.1*
52 | CC(=O)N1CCCCN2[C@@H](CO)[C@H](c3ccc(-c4cccc(C(=O)N(C)C)c4)cc3)[C@@H]2C1 | 4.6
53 | Cc1ccc(S(=O)(=O)Nc2cccc3c2O[C@@H](CN(C)C(=O)Nc2ccc(C(F)(F)F)cc2)[C@@H](C)CN([C@@H](C)CO)C3=O)cc1 | -0.0043
54 | COc1cccc(-c2ccc([C@H]3[C@H](CO)N4C(=O)CN(C(=O)NC(C)C)C[C@@H]34)cc2)c1 | -6.9*
55 | OC[C@@H]1[C@@H](c2ccc(C#Cc3ccccc3F)cc2)[C@H]2CN(Cc3cncnc3)CCCCN12 | -1.6
56 | C[C@@H]1CCCCO[C@H](CN(C)Cc2ccc(Cl)c(Cl)c2)[C@@H](C)CN([C@H](C)CO)C(=O)c2cc(NS(=O)(=O)c3cccs3)ccc2O1 | 1.4
57 | CC(=O)NC[C@@H]1[C@H](c2ccc(-c3cccnc3)cc2)[C@H](CO)N1C(=O)C1CCC1 | 0.43
58 | N#C[C@H]1[C@@H](c2ccc(C3=CCCCC3)cc2)[C@@H](CO)N1C(=O)Cc1ccncc1 | 4.8
59 | C[C@H](CO)N1C[C@H](C)[C@@H](CN(C)CC2CC2)Oc2ccc(NC(=O)CCC(F)(F)F)cc2CC1=O | -0.17
60 | CN(C)C(=O)c1ccc(-c2ccccc2[C@@H]2[C@@H](C#N)N(C(=O)C3CC3)[C@H]2CO)cc1 | -0.36

Another view of seven compounds above:
cpd	IDE exosite FP	compound
51	-8.1*	COc1ccccc1-c1ccc([C@H]2[C@H](C#N)N(C(=O)C3CCC3)[C@H]2CO)cc1
52	4.6	CC(=O)N1CCCCN2[C@@H](CO)[C@H](c3ccc(-c4cccc(C(=O)N(C)C)c4)cc3)[C@@H]2C1
53	-0.0043	Cc1ccc(S(=O)(=O)Nc2cccc3c2O[C@@H](CN(C)C(=O)Nc2ccc(C(F)(F)F)cc2)[C@@H](C)CN([C@@H](C)CO)C3=O)cc1
54	-6.9*	COc1cccc(-c2ccc([C@H]3[C@H](CO)N4C(=O)CN(C(=O)NC(C)C)C[C@@H]34)cc2)c1
55	-1.6	OC[C@@H]1[C@@H](c2ccc(C#Cc3ccccc3F)cc2)[C@H]2CN(Cc3cncnc3)CCCCN12
56	1.4	C[C@@H]1CCCCO[C@H](CN(C)Cc2ccc(Cl)c(Cl)c2)[C@@H](C)CN([C@H](C)CO)C(=O)c2cc(NS(=O)(=O)c3cccs3)ccc2O1
57	0.43	CC(=O)NC[C@@H]1[C@H](c2ccc(-c3cccnc3)cc2)[C@H](CO)N1C(=O)C1CCC1

Following part.
item | smiles | IDE exosite FP
61 | CO[C@H]1CN(C)C(=O)c2ccc(NC(=O)c3ccccc3F)cc2OC[C@H](C)N(C)C[C@H]1C | 2.8
62 | COc1ccccc1NC(=O)N1CCCCN2[C@H](CO)[C@H](c3ccc(C#Cc4ccccc4)cc3)[C@@H]2C1 | -0.36
63 | COc1ccc2c3c([nH]c2c1)[C@@H](CO)N(C(C)=O)CC31CCN(C(=O)Nc2ccc(F)cc2F)CC1 | 1.1
64 | CCCNC(=O)N1[C@H](CO)[C@H](c2ccccc2)C12CN(C(=O)C1CCCCC1)C2 | 0.64
65 | O=C(C1CCOCC1)N1CC(=O)N2[C@H](C1)[C@H](c1ccc(C#CC3CCCCC3)cc1)[C@@H]2CO | 0.91
66 | CN1C(=O)c2cc(NC(=O)c3cnccn3)ccc2OC[C@@H]2O[C@H](CC(=O)NCC3CCCCC3)CC[C@H]21 | -0.18
67 | COCC(=O)N1CC2(C1)CN(C(=O)NC1CCCC1)[C@H](CO)c1c2c2ccc(OC)cc2n1C | -0.62
68 | Cc1ccccc1-c1ccc(C2[C@@H]3CN(C(=O)NC4CCCCC4)C[C@H]2N3)cc1 (some centres undefined) | -8.2*!
69 | COc1cccc(S(=O)(=O)N2C[C@@H]3N[C@H](C2)C3c2ccc(-c3ccccc3C)cc2)c1 (some centres undefined) | -9.9*!
70 | CCCNC(=O)Nc1ccc2c(c1)OC[C@H](C)N(Cc1cncnc1)C[C@@H](C)[C@H](OC)CN(C)C2=O | -1.2
71 | COCC(=O)N1CC(=O)N2[C@@H](CO)[C@@H](c3ccc(C#Cc4cccnc4)cc3)[C@@H]2C1 | -0.85
72 | C/C=C/c1ccc([C@H]2[C@@H](CO)N(C(C)=O)[C@H]2CN(C)C(=O)c2ccccn2)cc1 | 5.2
73 | O=C(c1ccncc1)N1CC(=O)N2[C@@H](CO)[C@@H](c3ccc(C#CCC4CCCC4)cc3)[C@@H]2C1 | 0.21
74 | COc1cccc(S(=O)(=O)N2[C@@H]3CNC[C@H]2C3c2ccc(-c3ccccc3F)cc2)c1 (some centres undefined) | 3.5
75 | CN(C)c1ccc2c(c1)[C@H]1C[C@H](CC(=O)NCc3ccccn3)O[C@H](CO)[C@H]1O2 | -0.63
76 | C[C@H](O)C#Cc1ccc([C@H]2[C@@H](CO)N3CCCCN(CC4CCOCC4)C[C@H]23)cc1 | -0.36
77 | C[C@@H]1CCCCO[C@@H](CN(C)Cc2ccncc2)[C@@H](C)CN([C@@H](C)CO)C(=O)c2cc(NC(=O)Cc3ccccc3)ccc2O1 | 0.82
78 | COc1ccc2c3c(n(C)c2c1)[C@H](CO)NCC31CCN(Cc2cc(-c3ccccc3)on2)CC1 | 0.23
79 | CC1C=NC(S(=O)(=O)N2CC[C@@H]3[C@H](CO)N(C)c4ccc(C#Cc5cccnc5)cc4[C@@H]32)=N1 (some centres undefined) | -0.87
80 | O=C(Cc1ccccc1)N1CC(=O)N2[C@H](CO)[C@@H](c3ccc(C#CCc4ccccc4)cc3)[C@@H]2C1 | 3.2
81 | CCCC#Cc1ccc([C@H]2[C@H](CO)N3C(=O)CN(C(=O)c4ccc(F)cc4)C[C@@H]23)cc1 | 1.7
82 | COc1cccc(-c2ccc([C@H]3[C@@H](CO)N4CCCCN(S(=O)(=O)c5cccs5)C[C@H]34)cc2)c1 | 0.91
83 | Cc1noc(C)c1S(=O)(=O)Nc1ccc2c(c1)CC(=O)N([C@@H](C)CO)C[C@H](C)[C@H](CN(C)Cc1ccc(Oc3ccccc3)cc1)O2 | 0.39
84 | N#C[C@@H]1[C@H](c2ccccc2-c2ccc(F)cc2)[C@H](CO)N1C(=O)Cc1cccnc1 | 0.29
85 | N#C[C@@H]1[C@@H](c2ccccc2C2=CCCCC2)[C@@H](CO)N1C(=O)C1CCOCC1 | 0.74
86 | COc1cccc(-c2ccc([C@H]3[C@@H](CO)N4CCCCN(CC5CC5)C[C@@H]34)cc2)c1 | -0.18
87 | CC(=O)NC[C@@H]1[C@@H](c2ccc(-c3cccnc3)cc2)[C@@H](CO)N1C(=O)C1CCC1 | 1.3
88 | CCCC#Cc1ccc([C@H]2[C@@H](C#N)N(C(=O)C3CC3)[C@@H]2CO)cc1 | 2.2
89 | CN(C[C@H]1[C@H](c2ccccc2)[C@@H](CO)N1CC1CC1)C(=O)c1cccc(F)c1 | 0.66

A portion of the library; rates above refer to the full screens.
